Screens: PubChem BioAssay, several laboratories
OX1R antag: antagonists of human orexin 1 receptor (OX1R). inhibition, % at 6.6 µM. OX1R-expressing cells, FRET antagonist read-out. AID 485270. actives 1.8% (n = 330,000); in the data active means inhibition mostly above about 38%, no sharp cut-off; inactive means mostly below about 40%;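 further: 0% = agonist challenge alone and 100% = reference antagonist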
Target sequence (O43613 whole entry, looked up): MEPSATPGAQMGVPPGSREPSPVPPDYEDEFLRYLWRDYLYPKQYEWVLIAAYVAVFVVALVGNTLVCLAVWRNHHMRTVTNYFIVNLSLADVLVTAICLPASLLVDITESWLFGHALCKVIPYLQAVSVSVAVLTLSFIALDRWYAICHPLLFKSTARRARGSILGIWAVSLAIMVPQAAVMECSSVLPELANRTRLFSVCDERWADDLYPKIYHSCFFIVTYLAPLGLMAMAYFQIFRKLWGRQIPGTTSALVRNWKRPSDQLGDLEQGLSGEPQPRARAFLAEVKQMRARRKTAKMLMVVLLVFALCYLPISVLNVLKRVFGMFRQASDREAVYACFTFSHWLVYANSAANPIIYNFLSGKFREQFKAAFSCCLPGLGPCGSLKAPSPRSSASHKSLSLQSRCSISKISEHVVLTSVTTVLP
STK33 kinase inh: inhibitors of human STK33 kinase; purified STK33, MBP phosphorylation, ADP-Glo luminescence; actives 0.073% (n = 320,000); inhibition, % at 10 µM;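 active means inhibition at or above 25%, using the most active replicate where run in duplicate; inactive means inhibition below 25%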
Target sequence (Q9BYT3 whole entry, looked up): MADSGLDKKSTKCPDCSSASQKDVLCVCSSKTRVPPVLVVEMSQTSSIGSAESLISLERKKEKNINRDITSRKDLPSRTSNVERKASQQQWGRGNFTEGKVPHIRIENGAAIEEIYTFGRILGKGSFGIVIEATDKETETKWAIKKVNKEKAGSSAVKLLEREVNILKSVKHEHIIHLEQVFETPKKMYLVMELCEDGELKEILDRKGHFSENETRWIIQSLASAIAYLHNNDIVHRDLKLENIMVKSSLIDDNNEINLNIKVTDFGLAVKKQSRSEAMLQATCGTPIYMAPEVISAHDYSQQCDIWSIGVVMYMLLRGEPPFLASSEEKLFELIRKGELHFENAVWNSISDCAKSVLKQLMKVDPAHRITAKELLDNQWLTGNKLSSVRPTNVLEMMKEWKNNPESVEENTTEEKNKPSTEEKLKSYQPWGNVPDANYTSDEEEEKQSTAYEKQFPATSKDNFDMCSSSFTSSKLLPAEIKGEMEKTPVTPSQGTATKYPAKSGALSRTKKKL
Starred values were filed as active, the others as inactive; . = no result given.

SMILES	OX1R antag	STK33 kinase inh
COc1ccc(N2C(=O)C(Cl)=C(Nc3ccccc3O)C2=O)cc1	30	-0.7
COC(=O)c1ccccc1N(Cc1ccccc1)S(C)(=O)=O	5	-1.0
O=C(CCN1C(=O)/C(=C/c2ccc(F)cc2)SC1=S)NCCCn1ccnc1	16	0.1
CCOC(=O)CSc1nnc(CNC(=O)c2ccc(OC)cc2)n1Cc1ccccc1	14	0.7
COc1ccc(C(=O)NNC(=O)c2ccc(S(=O)(=O)N3CCOCC3)cc2)cc1	15	-1.4
CC(CCc1ccccc1)NC(=O)CCN1N=C(c2ccccc2)CCC1=O (configuration not stated)	19	-1.1
CS(=O)(=O)N(Cc1ccccc1)c1ccc(C(=O)Nc2ccc(C(N)=O)cc2)cc1	15	-1.5
c1ccc(-c2ccnc3ncnn23)nc1	6	-1.1
CC(=O)c1c(C)nc2sc3c(=N)n(N)cnc3c2c1-c1ccc(Cl)cc1	14	-0.9
COc1cccc(OCc2cc(C(=O)NCCc3cccc(C)n3)no2)c1	15	-0.5
O=C(c1cccnc1)C1Cc2ccccc2C1=O (configuration not stated)	-2	-1.1
COCc1c(C(=O)N/N=C/c2ccco2)nnn1-c1nonc1N	12	-0.3
COc1cc2nc(CN3CCOCC3)n(CC(=O)N3CCCCCC3)c(=O)c2cc1OC	-1	2.2
CC(C)Oc1ccc(C(=O)O)c(C(=O)O)c1	6	-0.8
O=C1N=C(N2CCCC2)S/C1=C\c1ccccc1	147*	-1.4
O=S(=O)(CCN1C=CC(C(F)(F)F)=NCC1)c1ccc(F)cc1	11	-1.9
COc1ccc(C(=O)NCCNC(=O)c2ccc(C)nc2)cc1	9	-2.0
CC1CCN(C(=O)c2[nH]cnc2C(=O)Nc2ccon2)CC1	12	0.5
COCCN1C(=O)c2ccccc2C(C(=O)NCc2ccco2)C1c1c[nH]c2ccccc12 (configuration not stated)	32	0.8
COc1ccc(N2CCN(C(=O)NCc3cccc(OC)c3)CC2)cc1	7	-1.6
COc1ccc2c(c1OC)C(=O)N(c1ccccc1)C2=O	23	-2.4
O=C(NNC(=O)C1CC(c2cccs2)=NO1)NC1CCCCC1 (configuration not stated)	2	-1.8
Cc1ccc(C(=O)NNC(=O)CSc2nnc3ccccn23)cc1	0	-1.1
Cn1c(Cn2c(=O)sc3ccccc32)nnc1SCC(=O)NCc1ccc2c(c1)OCO2	13	1.0
CCN(C(=O)CN1C(=O)S/C(=C\c2ccccc2OC)C1=O)C1CCS(=O)(=O)C1 (configuration not stated)	21	1.7
CCOc1cc(/C=C2/C(=N)N3OC(C)=CC3=NC2=O)ccc1OC(=O)c1ccco1	10	-1.1
CCCCC(=O)Nc1sc(C(=O)N(CC)CC)c(C)c1C(=O)OC	14	0.1
CCc1cccc(C)c1NC(=O)CSc1n[nH]c(N)n1	6	-0.7
CN1CCC(N(C)C(=O)c2cc(-c3ccc(F)cc3)nc3ccccc23)CC1	13	0.2
CC(C(=O)OCC(=O)Nc1ccc(S(=O)(=O)N2CCCCC2)cc1)N1C(=O)c2ccccc2C1=O (configuration not stated)	5	-1.3
CCCCCN(C(=O)CCC(=O)OCC(=O)c1ccc(CCC)cc1)c1c(N)n(CCCC)c(=O)[nH]c1=O	16	-1.0
CCn1c(SCC(=O)c2ccc3ccccc3c2)nnc1-c1ccco1	74*	-0.3
COC(=O)C1=C(O)/C(=C\c2ccc(OCC(=O)Nc3ccccc3OC)cc2)N=C1C	6	-1.0
CCc1ccccc1N(CC(=O)Nc1cccnc1)S(=O)(=O)c1ccccc1	19	-0.1
CCN(CCNC(=O)C1CCCN(Cc2nc(-c3ccc(OC)cc3)oc2C)C1)c1ccccc1 (configuration not stated)	9	0.5
CCOc1cc(C2/C(=C(/O)c3ccc(OC(C)C)cc3)C(=O)C(=O)N2CCCOC)ccc1O (configuration not stated)	24	-1.6

4 entries from above, as labelled records:
COC(=O)C1=C(O)/C(=C\c2ccc(OCC(=O)Nc3ccccc3OC)cc2)N=C1C
  OX1R antag: 6 | STK33 kinase inh: -1.0
CCc1ccccc1N(CC(=O)Nc1cccnc1)S(=O)(=O)c1ccccc1
  OX1R antag: 19 | STK33 kinase inh: -0.1
CCN(CCNC(=O)C1CCCN(Cc2nc(-c3ccc(OC)cc3)oc2C)C1)c1ccccc1 (configuration not stated)
  OX1R antag: 9 | STK33 kinase inh: 0.5
CCOc1cc(C2/C(=C(/O)c3ccc(OC(C)C)cc3)C(=O)C(=O)N2CCCOC)ccc1O (configuration not stated)
  OX1R antag: 24 | STK33 kinase inh: -1.6

Reprinted at random: 5 compounds from above
SMILES	OX1R antag	STK33 kinase inh
c1ccc(-c2ccnc3ncnn23)nc1	6	-1.1
O=C(c1cccnc1)C1Cc2ccccc2C1=O (configuration not stated)	-2	-1.1
CCN(CCNC(=O)C1CCCN(Cc2nc(-c3ccc(OC)cc3)oc2C)C1)c1ccccc1 (configuration not stated)	9	0.5
COC(=O)C1=C(O)/C(=C\c2ccc(OCC(=O)Nc3ccccc3OC)cc2)N=C1C	6	-1.0
Cn1c(Cn2c(=O)sc3ccccc32)nnc1SCC(=O)NCc1ccc2c(c1)OCO2	13	1.0

(further entries)
SMILES	OX1R antag	STK33 kinase inh
COc1ccc([C@H]2[C@H](C(=O)C(C)(C)C)N3N=Cc4ccccc4C3[C@]23N=C(c2ccccc2)OC3=O)cc1 (some centres not stated)	10	6.5
C/C(=N\OCC(=O)OCC(=O)N(C)c1ccccc1)c1ccc2c(c1)OCO2	13	-1.1
CN(C)S(=O)(=O)c1cccc(C(=O)OCC(=O)Nc2sccc2C(N)=O)c1	37	-0.9
COc1ccc(N2CCN(Cc3nc4c(c(=O)[nH]c(=O)n4C)n3CCCc3ccccc3)CC2)cc1	-1	0.4
CCOc1ccc(NC(=O)/C(C#N)=C/c2ccc(N3CCCC3)c(C)c2)cc1	11	-2.3
CC(c1ccccc1)n1cc(C(=O)NCCCn2ccnc2)nn1 (configuration not stated)	23	0.4
CCCN1CCN(CCCNC(=O)c2ccc(CS(=O)c3ccc(OC)cc3)o2)CC1 (configuration not stated)	5	-1.1
O=C(CCn1c(=O)oc2ccccc21)Nc1ccc(C(=O)O)cc1	6	0.2
O=C(CCN1C(=O)[C@@H]2Cc3ccccc3CN2C1=O)N[C@H](Cc1ccccc1)C(=O)O	7	-0.8
O=C(O)C1CCCN1S(=O)(=O)c1ccc(F)cc1 (configuration not stated)	-3	0.4
CC1CCCN(C(=O)c2ccc(COc3ccccc3Br)cc2)C1 (configuration not stated)	15	-0.6
CCOC(=O)c1nn(C)c(C)c1Cl	-2	-0.6
O=C(CCSc1nc2ccccc2s1)N/N=C/c1c(O)ccc2ccccc12	61*	0.0
COc1cccc(-c2nc(CS(=O)(=O)CC(=O)NCCCOC(C)C)c(C)o2)c1	7	0.0
Cc1cc(C)c(OCC(=O)N(Cc2ccc(N(C)C)cc2)C2CCS(=O)(=O)C2)c(C)c1 (configuration not stated)	6	-1.1
COc1ccc(CNC(=O)CSc2n[nH]c(C)c2[N+](=O)[O-])cc1	6	-3.0
CCOC(=O)C1=CC[C@@H](c2cccc(C)c2)N(S(=O)(=O)c2ccc(C)cc2)[C@H]1C(=O)OCC	22	-0.4
CC(=O)c1cccc(NC(=O)N2C3CCC2CC(NC(=O)C2CC2)C3)c1 (configuration not stated)	10	-0.2
O=C(CSc1nccn1-c1ccc(Cl)cc1)NCc1ccc2c(c1)OCO2	16	-0.1
COc1ccc(C(=O)N/N=C(/C)c2ccc(N3CCCCC3)cc2)cc1	18	-1.1
COC(=O)c1ccc(C2/C(=C(\O)c3cccc(OC)c3)C(=O)C(=O)N2CCCN2CCOCC2)cc1 (configuration not stated)	1	-0.7
CN(C)CCc1cc2c(c3c1ccc1ccccc13)OCO2	-4	3.5
O=C(Oc1ccc2c(=O)c(Cl)coc2c1)c1cccnc1	20	-1.6
CCN(CC)CCCN1C(=O)C(O)=C(C(=O)c2ccco2)C1c1ccc(OC(C)C)cc1 (configuration not stated)	30	-0.6
CCOc1ccc(NS(=O)(=O)c2cc3c(cc2C)N(C)CCO3)cc1	1	-1.9
CCc1ccc(C2=NN(CCC(=O)NC(C)c3ccc4c(c3)OCCO4)C(=O)CC2)cc1 (configuration not stated)	27	-0.6
COc1ccc(S(=O)(=O)N(C)c2ccc(C(=O)N3CCN(c4ccccc4)CC3)cc2)cc1OC	31	-2.7
Cc1cccc(N2CCN(C(=O)COc3cccc4c3OC(C)(C)C4)CC2)c1C	13	0.7
COc1ccc(NC(=O)COc2cccc(C(F)(F)F)c2)cn1	4	.
O=[N+]([O-])c1cc(-c2ccc(C(=S)N3CCOCC3)o2)ccc1Cl	15	2.7
Cc1nn(-c2ccccc2)c(C)c1/C=N/NC(=O)c1ccccc1O	.	-1.6
CCOC(=O)c1c(-c2ccccc2)oc2ccc(OCC(=O)NNC(=O)CCCC(=O)O)cc12	.	-0.7
COc1ccc(Cc2nnc(Nc3c(C)cccc3C)o2)cc1OC	6	-0.9
CCC(=O)NC(Nc1sc2c(c1C(=O)OC)CCC2)C(Cl)(Cl)Cl (configuration not stated)	36	1.1
COc1ccc(C(=O)N/N=C/c2ccc3cccc(OCc4ccccc4)c3n2)cc1	76*	0.0
CC(C)[C@@]1(c2ccc(Cl)cc2)ON(c2ccccc2C(F)(F)F)C1=O	3	-2.2
O=C(NCCN1CCCCC1)Nc1ccc(Br)cc1	7	-2.7
O=C(Nc1ccc(N2CCN(C(=O)c3ccco3)CC2)cc1)c1ccccc1Br	-5	-0.8
CCn1cc(S(=O)(=O)c2ccc(C)cc2)[nH]c1=O	14	-0.2
CCOC(=O)c1[nH]c2ccc(Br)cc2c1NC(=O)CCN1CCN(C(=O)OCC)CC1	30	-1.2
Cc1ccc(-n2nc3c(=O)n(CCCC(=O)NCC(C)c4ccccc4)nc(C)c3c2C)cc1 (configuration not stated)	22	-0.8
COC(=O)COc1ccc(S(=O)(=O)Nc2ccc(NC(C)=O)cc2)cc1	19	-0.6
C=CCCCCCCCCC(=O)NNC1=CC(=O)CC(C)(C)C1	17	1.0
CCOc1ccc(N2C(=O)C3Sc4[nH]c(=O)sc4C(c4ccc(OC)c(OC)c4)C3C2=O)cc1 (configuration not stated)	27	-3.1
N#Cc1sc(NCc2ccccn2)nc1Cl	9	-0.8
COc1cc(OC)c(-n2cc(-c3ccc(OC)c(OC)c3)[nH]c2=S)cc1Cl	.	-0.9
CC(C)[C@@H](NC(=O)C1CCC(CNC(=O)[C@H](Cc2ccccc2)NC(=O)OC(C)(C)C)CC1)C(=O)O (some centres not stated)	.	-0.8
O=C(NCCCCc1ccccc1)C12CN(Cc3ccccc3)CC1C(c1cccc([N+](=O)[O-])c1)=NO2 (configuration not stated)	19	0.2
O=C1c2ccc(Cl)cc2S(=O)(=O)c2cccc(C(=O)N3CCN(c4ccc(Cl)cn4)CC3)c21	10	-0.5
CC(=O)Nc1ccc(NC(=O)Cn2ccc([N+](=O)[O-])n2)cc1	21	-1.4
CCOC(=O)c1c(C)nc(-c2ccccc2)nc1NC(=O)CC	9	-1.9
CCC(CC)C(=O)Nc1nnc(CCc2ccccc2)s1	2	.
COc1ccc(NS(=O)(=O)c2cc(NC(=O)c3cccs3)ccc2N2CCOCC2)cc1	11	-0.4
COc1ccc(OCC(=O)Nc2ccccc2C(=O)NC2CC2)cc1	5	-0.1
CS(=O)(=O)N1CCc2cc(C(=O)Nc3ccc(Br)cc3)ccc21	6	-0.3
COc1ccc(OC)c(CC(=O)Nc2ccc3c(c2)CCC3)c1	9	-1.5
Cc1cc(Cl)ccc1C(=O)C1CCCN(C(=O)/C=C/c2cnn(C)c2)C1 (configuration not stated)	21	-0.1
Cc1c(C(=O)N2CCCCC2CCN2CCCC2=O)oc2c(F)cccc12 (configuration not stated)	0	-0.2
O=C(O)CCc1nn2c3ccccc3n(CCO)c2nc1=O	1	-1.3
C/C(=N\NC(=O)Cc1c(Cl)cccc1Cl)c1cccnc1	.	0.6
Additional compounds follow.
SMILES	OX1R antag	STK33 kinase inh
C=CCCC(=O)NC1CC(C)(C)Cc2c1cnn2-c1ccc(OC)cc1 (configuration not stated)	23	-0.4
COC(OC)c1ccnc(-c2ccc(OC(=O)c3cccs3)cc2)n1	17	-0.5
CCOC(=O)C1CCN(Cc2nnc(-c3cccc(Br)c3)o2)CC1	0	-0.7
COc1ccc(-n2nc(C(=O)NCC(=O)N3CCCC(C)C3)c3ccccc3c2=O)cc1 (configuration not stated)	33	1.4
COc1ccc(CN(C(=O)c2ccco2)c2ccc(C)cc2)cc1OC	10	0.6
COc1ccc(S(=O)(=O)N2CCCC2C(=O)n2nc(C)cc2C)cc1 (configuration not stated)	12	-4.9
Cn1c(CC(=O)Nc2ccc(Cl)c(Cl)c2)n[nH]c1=S	10	-0.3
COc1cc(OC)cc(C(=O)Nc2ccc(CN3CCCCC3)cc2)c1	16	-1.1
O=C(O)CCCCC1SCC2NC(=O)NC21 (configuration not stated)	6	-0.2
O=C(CSc1cccc[n+]1[O-])N1CCCCCC1	13	-2.1
CCC1CCC2(CC1)NC(=O)N(CC(=O)Nc1cc(C)on1)C2=O (configuration not stated)	8	-3.4
Cc1c(O)c(CN2CCCC2)cc2c1oc(=O)c1ccccc12	23	1.8
Nc1nccnc1C(=O)OCC(=O)NCCc1ccc(S(N)(=O)=O)cc1	24	0.4
CC1(c2nnc(-c3ccccc3)o2)CC(c2c(Cl)cccc2Cl)=NO1 (configuration not stated)	10	1.3
COc1ccc(Cl)cc1S(=O)(=O)N1CCC(C(=O)NCC2CCCO2)CC1 (configuration not stated)	8	-1.6
COc1ccc([C@H](NC(=O)OC(C)(C)C)C(=O)OC(C)(C)C)cc1	0	-0.6
CNCC[C@H](Oc1ccc(C(F)(F)F)cc1)c1ccccc1	11	-0.4
CC(C)CCn1c(SCC(=O)OCn2nnc3ccccc3c2=O)nc2ccccc2c1=O	13	-2.4
O=C(Nc1cccc(Cl)c1)OCc1ccccn1	6	0.9
CCCN(C(=O)c1nc2nccc(C)n2n1)c1c(N)n(Cc2ccccc2)c(=O)[nH]c1=O	-4	4.5
